# Shiga toxin inh – A qHTS for Small Molecule Inhibitors of Shiga Toxin. Vero cells, Shiga toxin protein synthesis inhibition reporter. inhibition, % at 38.7 µM. actives 9.2% (n = 290,000). AID 2315, 2010; in the data active = inhibition mostly above about 28%, no sharp cut-off; inactive = mostly below about 43%; note: 0% is about no effect
# Pf growth 96h – Primary qHTS for delayed death inhibitors of the malarial parasite plastid, 96 hour incubation; P. falciparum luciferase reporter growth, 96 h; actives 6.9% (n = 320,000); AID 504834, 2011; Potency, µM (top dose mostly 28.7 µM), for inactives: at the top dose activity change, negative = inhibition, hits mostly inhibitors; note: potency is the fitted concentration of half-maximal effect; % is set by controls: 0 for no effect and ±100 for the full control effect
#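 Two-generation exposure (96 h) targets delayed-death phenotype. Reporter parasites carrying integrated firefly luciferase, in red cells at 2% hematocrit and 0.05% parasitemia final, kept at 37 C, 5% CO2; luminescence loss indicates inhibition.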
# Pf growth 48h – Primary qHTS for delayed death inhibitors of the malarial parasite plastid, 48 hour incubation; Potency, µM (top dose mostly 28.7 µM), without a hit: at the top dose activity change, negative = inhibition, actives largely listed as inhibitors; AID 504832, 2011; P. falciparum luciferase growth in erythrocytes, 48 h; actives 5.9% (n = 310,000); note: potency is the fitted concentration of half-maximal effect; % is set by controls: 0 for no effect and ±100 for the full control effect
#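 Luminescence readout; reporter = integrated firefly luciferase in P. falciparum. RBC culture at 2% hematocrit, 0.1% parasitemia final, 37 C/5% CO2; decreased signal taken as growth inhibition.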
# Cycloheximide cs – Cycloheximide Counterscreen for Small Molecule Inhibitors of Shiga Toxin. cell reporter, cycloheximide protein synthesis inhibition counterscreen. max response, %. actives 12% (n = 300,000); in the data active = max response mostly above about 13%, no sharp cut-off; inactive = mostly below about 14%; note: read at 38.3 µM for the half of the compounds with a filed dose; 0% is about no effect
# Tb PYK inh – qHTS of Trypanosoma Brucei Inhibitors; pyruvate kinase (Trypanosoma brucei), Q57TT1; TbPYK enzyme, Kinase-Glo Plus ATP luminescence, 45 min; Potency, µM (doses to about 76.8 µM), for the others: at the highest dose activity, negative = inhibition, actives largely listed as inhibitors; actives 0.12% (n = 410,000); AID 624173, 2012; note: potency is the fitted concentration of half-maximal effect; % is set by controls: 0 for no effect and ±100 for the full control effect; nearly all actives have a fitted effect of over 50% in size
#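 In this concentration-response screen, enzyme-free wells defined baseline while DMSO plates tracked drift. Each reaction combined TbPYK, substrate, compound and 130 uM ADP for 45 min at room temperature. Kinase-Glo Plus luminescence gave the signal.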
# LmPK inh – qHTS Assay for Inhibitors of Leishmania Mexicana Pyruvate Kinase (LmPK) | Q27686 | purified LmPK, Kinase-Glo ATP luminescence, 1 h | Potency, µM (top dose mostly 57.5 µM), for the others: at the top dose activity change, negative = inhibition, most hits filed as inhibitors | actives 0.37% (n = 290,000) | AID 1721, 2009; note: potency is the fitted concentration of half-maximal effect; % is set by controls: 0 for no effect and ±100 for the full control effect
# Target sequence (Q27686 whole entry, looked up): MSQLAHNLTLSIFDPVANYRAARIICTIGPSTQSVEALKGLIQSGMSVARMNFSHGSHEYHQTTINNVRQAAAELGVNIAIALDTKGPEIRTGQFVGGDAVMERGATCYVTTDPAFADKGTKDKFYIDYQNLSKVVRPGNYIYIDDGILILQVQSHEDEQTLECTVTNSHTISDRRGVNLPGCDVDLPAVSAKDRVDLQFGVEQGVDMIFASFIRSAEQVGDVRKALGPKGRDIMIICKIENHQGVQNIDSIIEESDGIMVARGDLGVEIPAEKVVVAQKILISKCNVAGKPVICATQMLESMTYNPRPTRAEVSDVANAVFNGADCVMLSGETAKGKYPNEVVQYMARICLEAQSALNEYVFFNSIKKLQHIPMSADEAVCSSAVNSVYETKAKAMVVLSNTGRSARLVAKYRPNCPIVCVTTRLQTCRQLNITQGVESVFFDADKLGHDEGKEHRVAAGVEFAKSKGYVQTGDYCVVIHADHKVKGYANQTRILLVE
#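 Pyruvate kinase activity monitored as ATP production (luciferase luminescence). Conditions: 0.1 nM enzyme, 0.5 mM PEP, 0.1 mM ADP, 1 h, RT; normalized against uninhibited and no-enzyme wells.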
# HCV inh – qHTS Assay for Inhibitors of Hepatitis C Virus (HCV); Huh7.5.1 HCVcc-Cre infection, luciferase reporter, 44 h; Potency, µM (titrated, usually from 41.8 µM), without a hit: top-dose activity change, negative = inhibition, most hits filed as inhibitors; actives 3.4% (n = 340,000); AID 651820, 2012; note: potency is the fitted concentration of half-maximal effect; % is set by controls: 0 for no effect and ±100 for the full control effect
#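 Infectious HCVcc-Cre (~0.5 moi) was added to cells just after compound, with cells seeded 4 h earlier at 1,000 per well. Luciferase activity after 44 h culture reported infection; substrate was incubated 15 min at room temperature before reading.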
# Active calls of the source: *; ? = inconclusive; · = not tested or not shown; & = joins results of further samples; ! = a repeat was not active; [ ] = remark or other dose. Unless noted, calls come from the whole dose curve; as a rule, active = well fitted curve in the direction sought with a large enough effect; inconclusive = small, poorly fitted or top-dose-only effect, or another doubt; inactive = no such curve, though single readings can be large; an effect the other way counts as inactive or inconclusive.
SMILES,Shiga toxin inh,Pf growth 96h,Pf growth 48h,Cycloheximide cs,Tb PYK inh,LmPK inh,HCV inh
CC(C)(C)C(=O)Oc1cc(N)n(S(=O)(=O)c2ccc(F)cc2)n1,-33,?,6%,-11,-3%,7%,6%
O=C(Nc1ccc([N+](=O)[O-])cc1)c1cn(-c2ccccc2)nc1-c1cc2ccccc2o1,-14,19%,12%,-3,4%,0%,4%
O=[N+]([O-])c1cc(CN2CCCCCC2)ccc1O,-5,?,2%,-2,2%,-3%,5%
C=CCn1c(COc2ccc(Cl)cc2)nnc1SCC(=O)c1c(N)n(C)c(=O)n(C)c1=O,-4,20%[5.75 µM],23%,-2,1%,2%,24%
O=C1c2ccccc2CN2C(=O)c3ccccc3CN12,-4,3.7µM*!,-1%&-7%,-1,5%&0%,-3%,·
COc1cc2c(cc1OC)CN(CC(O)c1ccccc1)CC2 (configuration not stated),14,?,?,13,0%,8%,2%
CC(NC(=O)c1cccc(S(=O)(=O)N2CCc3ccccc32)c1)c1ccco1 (configuration not stated),·,?,?,·,4%,·,?
O=C(COC(=O)c1ccccn1)Nc1cc(Cl)ccc1Cl,-4,-6%,6%,2,-2%,9%,20%
CC(=O)N1C(=O)N(C)C2C1N(C(C)=O)C(=O)N2C (configuration not stated),-9,40%[activator],10%,6,-1%,-1%,11%
COc1ccc(CCNC(=O)C/C(C)=N/NC(=O)c2cnccn2)cc1,41*,1%,3%,36*,-3%,-3%,10%
CN(C)/C=C/C(=O)c1nnn(C2CCCCC2)c1NC1CCCCC1,8,·,5.2µM*,9,-1%,3%,-27%
COC(=O)CN1C(=S)N(c2ccccc2)C(=O)C1CC(=O)Nc1ccc(Cl)cc1 (configuration not stated),-8,-27%,?,-3,5%,-1%,25%
Cc1ccc(O)c(NC(=O)c2onc(C)c2Cl)c1,66*,-8%,12µM*,30*,-7%,0%,-5%
CSc1ccccc1C(=O)NCC(c1ccco1)N(C)C (configuration not stated),-6,-2%,-14%,-4,0%,-6%,5%
CCCCCCSC1=C(C#N)C(c2ccc(C)o2)CC(=O)N1 (configuration not stated),-10,-5%,3%,1,-10%,8%,?
N=c1n(CCN2CCCC2)c2ccccc2n1CC(O)c1ccc(Cl)c(Cl)c1 (configuration not stated),-12,121%[activator],?,-7,1%,3%,11µM*
C=CCc1c(C)nc2c(C)cccc2c1SC(=N)N,-9,15µM*,?,1,-2%,1%,-27%
CCN(CC)S(=O)(=O)c1cccc(C(=O)Nc2nncs2)c1,-6,·,0%,-8,-1%,1%,-1%
COc1ccccc1NC1=C(NC(C)=O)C(=O)c2ccccc2C1=O,27,?,3.7µM*,7,?,-24%,?
COc1ccccc1N1CCN(C(=O)CSc2ncnc3c2cnn3-c2ccc(C)c(C)c2)CC1,67*,4%,35%[activator],45*,-7%,3%,?
CCOc1ccc(Oc2cc(N)cc([N+](=O)[O-])c2)cc1,53*,?,16%,18,1%,5%,4%
Cc1ccc(S(=O)(=O)N(C)C)cc1NC(=O)COc1ccc(-c2nnco2)cc1,3,32%[activator],7%,5,-1%,-3%,-18%
O=C(Cc1c[nH]c2ccccc12)N/N=C/c1cccc(F)c1,16,?,?,12,-1%,2%,15%
CCOC(=O)N1CCC(NC(=O)c2ccc(OC)c(CN3CC(=O)N4CCCC4C3=O)c2)CC1 (configuration not stated),-21,-15%,?,6,1%,3%,21%
CC(=O)c1cccc(N2Cc3ccccc3C2=NC(=O)CCl)c1,43,13µM*,-26%,25*,-7%,4%,-13%

# The list goes on:
SMILES,Shiga toxin inh,Pf growth 96h,Pf growth 48h,Cycloheximide cs,Tb PYK inh,LmPK inh,HCV inh
O=C(CSc1nccc(=O)[nH]1)Nc1ccc(Oc2ccccc2)cc1,·,?,19%,-4,1%,-1%,9%
Cc1ccc(-c2nnc(NC(=O)Cc3ccc(F)cc3)o2)c(C)c1,-4,?,-12%,-3,0%,-7%,-11%
CCn1nc(C(=O)NNC(=O)COc2ccc(OC)cc2)c2ccccc2c1=O,-4,11%,18%,-5,-12%,-4%,-4%
COc1ccc(NC(=O)C/C(C)=N/NC(=O)C(=O)NC2CCCCC2)c(OC)c1,13,?,7%,-4,2%,0%,11%
Cn1cc(C(=O)N/N=C/c2cccc(O)c2)ccc1=O,-9,23%,17%,-1,-2%,5%,-22%
COc1ccc(CN(C)C2CCCCC2)cc1,19,15%,3%,-1,1%,3%,12%
CSCCC(NC(=O)c1cccc(C)c1)C(=O)OCC(=O)Nc1c(C)nn(-c2ccccc2)c1C (configuration not stated),·,49%[activator],9%,·,-2%,·,4%
Cc1ccc(S(=O)(=O)c2ncccc2[N+](=O)[O-])cc1,8,?,·,15,4%,-2%,?
COC(=O)c1sc2cc(=O)n(-c3cccc(C(F)(F)F)c3)nc2c1O,-9,-13%,373%[activator],-6,2%,8%,17%
CCO/C(C)=C1\N=C(c2ccc(Cl)cc2)OC1=O,-6,2%,5%,19,6%,-3%,14%
O=C(Nc1ccccc1C(=O)Nc1ccc2c(c1)OCO2)c1ccco1,-10,127%[activator],59%[activator],-2,1%,3%,13µM*
Cc1nnnn1/C(=C\c1ccccc1)C(=O)OCC(=O)Nc1cccc(S(=O)(=O)N(C)C)c1,·,8%,15%,·,-5%,·,10µM*
CCC1=C(OC(=O)N(CC)CC)N2C(=O)OC(=NCCc3c[nH]c4ccccc34)[C@]2(C)[C@H]2C1=CC[C@H]1C(=O)N(C)C(=O)[C@H]12,-4,?,10µM*,-1,3%,-2%,-9%
O=C(NC1CCN(C(=S)Nc2ccccc2Cl)CC1)C1CCCCC1,-4,4%,-16%,3,-4%,-10%,-20%
Cn1c(SCC(=O)Nc2ccc(N3CCOCC3)cc2)nnc1-c1ccccc1,9,·,-9%,1,4%,-10%,10%
CC(=O)Nc1ccc(C(=O)OCC(=O)c2cccc([N+](=O)[O-])c2)cc1,-11,1%,16%,3,-14%,1%,-1%
Cc1ccc2c(cnn2C(=O)CCC(=O)N2CCCCC2C)c1 (configuration not stated),-2,?,4%,-4,4%,-3%,26%
CCC(C)NC(=O)CN1C(=O)CSc2ccc(S(=O)(=O)N3CCCC3)cc21 (configuration not stated),-3,?,31%[activator],6,-3%,2%,17%
Cc1ccc(S(=O)(=O)Nc2cccc(C(=O)NCC(c3ccco3)N3CCCC3)c2)cc1F (configuration not stated),·,?,?,·,?,·,-24%
CC(C)(C)N1C(=O)[C@H]2[C@@H](c3ccc(Br)cc3)N3C(=O)N(c4cccc(Cl)c4)C(=O)[C@@]3(C)[C@H]2C1=O,·,?,?,·,1%,·,7%
CCn1cc(CCC(=O)NCCc2ccccc2)c2ccccc21,40,?,-28%,15,-1%,0%,?
CCCc1nnc(NC(=O)CCC(=O)NC2CCCCC2)s1,-7,43%,-7%,-2,2%,6%,15%
Cc1ccc2cc(CCNS(=O)(=O)c3ccc(F)cc3)c(=O)[nH]c2c1,13,7%,-3%,6,1%,3%,?
CCOCc1nnc(NC(=O)COC)s1,12,1%,6%,7,0%,-4%,-4%
CCN(CC)c1nc(N2CCN(C)CC2)nc2ccccc12,·,401%[activator],?,-2,-8%,1%,?

# The list continues:
SMILES,Shiga toxin inh,Pf growth 96h,Pf growth 48h,Cycloheximide cs,Tb PYK inh,LmPK inh,HCV inh
C(=C\c1ccncc1)/c1ccccc1,34,?,?,36*,-3%&-3%&4%,-22%,6%
CCOc1ccc(S(=O)(=O)n2nc(C)cc2C)cc1,-15,-2%,-39%,-3,-1%,0%,-2%
N#CC1CN(C(c2ccccc2)c2ccccc2)C1,5,-26%,6%,9,4%,-4%,16%
CSc1nc(N(C)C)nc(N(C#N)CCOC(C)=O)n1,-6,-105%,?,10,-6%,0%,-15%
O=C(CS(=O)(=O)c1ccc(F)cc1)Nc1nnc(-c2cccs2)o1,·,-1%,1%,·,-3%,·,-1%[8.37 µM]
CCOC(=O)c1cc(CC)sc1NC(=O)c1cc(OCC)c(OCC)c(OCC)c1,1,5.9µM*,8.3µM*,1,-31%,3%,2.8µM*
CC(C)[C@@]1(NC(=O)[C@H]2CC3c4cccc5[nH]cc(c45)C[C@H]3N(C)C2)O[C@@]2(O)C3CCCN3C(=O)[C@@H](Cc3ccccc3)N2C1=O (some centres not stated),·,8.5µM*,1.5µM*,·,-5%,·,·
CCc1ccc(NC(=O)CSc2nnc(Cc3cccn3C)n2-c2ccc(OC)cc2)cc1,-2,8.3µM*,?,-2,-10%,7%,5%&7%
CCOC(=O)C(=O)Nc1ccc(S(=O)(=O)N2CCOCC2)cc1OC,-14,-6%,·,-4,1%,1%,0%
Cc1oc(-c2cccc(C(F)(F)F)c2)nc1CN1CCN(c2ccccn2)CC1,-9,?,-23%,2,1%,-2%,-26%
COc1cccc(CN2C(=NC(=O)C3CC3)SC3CS(=O)(=O)CC32)c1 (configuration not stated),33,-4%,15%,-10,2%,-14%,12%
CCCCNC(=O)CCC(=O)Nc1ccc2nc(N3CCCCC3)cc(C)c2c1,63*,?,21%,31*,0%,1%,?
C/C=C\c1ccc(OC)cc1,·,7%,-17%,·,-13%,·,·
Oc1ccc(N=Cc2c(O)ccc3ccccc23)cc1,19,6.6µM*,9.3µM*,4,-7%,4%,12%
CCSc1nc(C)nc2sc(C)c(C)c12,-2,53%[activator],-27%,-8,1%,-6%,-6%
CCN1C(=O)/C(=C2/C=Cc3ccccc3N2C)OC1=S,44,6%,·,37*,1%,-16%,9%
CN1CCN(c2ccc([N+](=O)[O-])c(Sc3ccccn3)c2)CC1,14,0.29µM*,?,-2,0%,-1%,?
Cc1cccc(NC(=O)c2ccc(NCC3CCCO3)c([N+](=O)[O-])c2)c1 (configuration not stated),2,?,6%,19*,-6%,6%,-24%
O=C(O)CCN1C(=O)/C(=C/c2ccc(-c3nc4ccccc4s3)o2)SC1=S,17,85%[activator],11%,12,-6%,3%,9%
Cc1nc(C)c(C(=O)Nc2ccc(C)c(F)c2)o1,0,8%,44%[activator],6,-10%,3%,-3%
CCN(CC)c1ccc(/C=N\NC(N)=O)cc1,8,4%,13%,7,-6%,-6%,2%
COc1ccc(C(=O)C(C)(C)NO)cc1,-13,155%[activator],?,-2,8%,-7%,8%
CC(C)(Oc1ccc(Cl)cc1)C(=O)NCc1n[nH]c(=O)c2ccccc12,·,17%,-1%,·,4%,·,-6%
COC(=O)CCSc1cc([N+](=O)[O-])cc2c1c(C1OCCO1)nn2-c1ccccc1,-1,32%[activator],-10%,-1,-4%,7%,16%

# 4 records picked at random from the list so far, as already listed:
SMILES,Shiga toxin inh,Pf growth 96h,Pf growth 48h,Cycloheximide cs,Tb PYK inh,LmPK inh,HCV inh
CCCCCCSC1=C(C#N)C(c2ccc(C)o2)CC(=O)N1 (configuration not stated),-10,-5%,3%,1,-10%,8%,?
CCOc1ccc(S(=O)(=O)n2nc(C)cc2C)cc1,-15,-2%,-39%,-3,-1%,0%,-2%
COc1ccc(C(=O)C(C)(C)NO)cc1,-13,155%[activator],?,-2,8%,-7%,8%
C(=C\c1ccncc1)/c1ccccc1,34,?,?,36*,-3%&-3%&4%,-22%,6%
